# High-throughput results from PubChem BioAssay.
# RXFP1 antagonist: RXFP1 (human) relaxin receptor antagonism; HEK293-RXFP1, relaxin-stimulated cAMP HTRF, 30 min; hits give low values; activity change, negative = inhibition, % at 57.5 µM; hit rate 0.59% among 350,000; AID 1259400;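 active = activity change of -60% or lower, but not beyond a set lower limit; inconclusive = change between -60% and -40%, or beyond the set limit; inactive = change above -40%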; note: % is set by controls: 0 for no effect and ±100 for the full control effect
# D1 agonist: agonists of human D1 dopamine receptor. HEK293 T-REx D1 cells, calcium flux, agonist mode. activation, % at 2 µM. hit rate 1% among 360,000. AID 504660; in the data active = activation above about 30%; note: 0% is about no effect
# Target sequence (P21728 whole entry, looked up): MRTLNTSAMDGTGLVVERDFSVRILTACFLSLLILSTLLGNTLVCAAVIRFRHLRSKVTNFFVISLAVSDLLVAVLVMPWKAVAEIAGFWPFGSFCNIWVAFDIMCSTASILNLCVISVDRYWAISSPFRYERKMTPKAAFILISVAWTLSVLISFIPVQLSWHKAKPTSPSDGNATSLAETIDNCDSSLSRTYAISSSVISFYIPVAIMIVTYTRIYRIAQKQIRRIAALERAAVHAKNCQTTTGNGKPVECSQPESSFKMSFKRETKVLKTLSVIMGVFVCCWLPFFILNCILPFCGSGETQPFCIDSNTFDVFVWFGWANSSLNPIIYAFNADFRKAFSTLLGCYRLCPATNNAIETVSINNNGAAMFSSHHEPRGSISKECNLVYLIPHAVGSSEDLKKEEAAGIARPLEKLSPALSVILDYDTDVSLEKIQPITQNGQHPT
#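 Agonism was scored from calcium flux recorded over 180 s (1 read/s) after pintool compound addition, following a 10-cycle baseline. Cells were inducible force-coupled HEK293 TREx D1, plated overnight at 30 C and loaded with no-wash calcium dye.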
# Anesthetic bind: binds horse apoferritin like a general anesthetic; Potency, µM (top dose mostly 77.5 µM), inactives show at the highest dose activity change, negative = displacement, usual class: inhibitors; AID 485281; P02791; hit rate 0.074% among 350,000; apoferritin/1-aminoanthracene competitive binding, fluorescence; note: potency is the fitted concentration of half-maximal effect; % is set by controls: 0 for no effect and ±100 for the full control effect; nearly all actives have a fitted effect of over 20% in size
# Target sequence (P02791 2-175 limits assumed): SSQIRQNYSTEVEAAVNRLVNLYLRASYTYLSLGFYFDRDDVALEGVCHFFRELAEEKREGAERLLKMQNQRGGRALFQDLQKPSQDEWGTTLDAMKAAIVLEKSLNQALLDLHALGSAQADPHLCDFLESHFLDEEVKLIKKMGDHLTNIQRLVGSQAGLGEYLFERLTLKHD
#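 Apoferritin-based anesthetic binding model; compound displacement of fluorescent 1-AMA measured as endpoint fluorescence after 10 minutes at room temperature, scaled to free-ligand and complex controls.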
# TRHR enhancer: TRH receptor (human) allosteric enhancement | enhancement, % at 2 µM | TRHR cells, fluo-8 calcium fluorescence, EC20 TRH enhancement | hit rate 0.66% among 360,000 | AID 493056; in the data active = enhancement above about 30%; note: 0% is about no effect
#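 Enhancer read-out: after compound pinning and an initial kinetic agonist-mode read, an EC20 of TRH (10 nM final) was injected and fluo-8 calcium signal (Ex 480/Em 530) followed at 1 s/cycle for 100 cycles in TRHR-expressing cells.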
# D1 antagonist: human D1 dopamine receptor antagonism. activity change, negative = inhibition, % at 10 µM. hit rate 3.2% among 360,000. P21728. HEK293 TREx D1 cells, calcium flux, dopamine EC80; hits give low values; in the data active = activity change below about -30%; note: % is set by controls: 0 for no effect and ±100 for the full control effect
#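 Using tetracycline-induced force-coupled D1 Hek293 cells and a calcium dye, signals were followed for 180 s after compound, then for 180 s after EC80 dopamine, to detect inhibitors.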
# D1 PAM: potentiators of human D1 dopamine receptor. HEK293 TREx D1 cells, calcium flux, dopamine EC20 potentiation. potentiation, % at 10 µM. hit rate 0.036% among 360,000. AID 504651; in the data active = potentiation above about 30%; note: 0% is about no effect
# D2 PAM: positively modulates the human D2 dopamine receptor allosterically; P14416; HEK293 T-REx D2, calcium flux, EC20 dopamine potentiation; potentiation, % at 10 µM; hit rate 0.34% among 340,000; AID 485347;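 active = potentiation over 3 SD above the plate norm, cut at about 30% in these data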; note: 0% is about no effect
# Target sequence (P14416 whole entry, looked up): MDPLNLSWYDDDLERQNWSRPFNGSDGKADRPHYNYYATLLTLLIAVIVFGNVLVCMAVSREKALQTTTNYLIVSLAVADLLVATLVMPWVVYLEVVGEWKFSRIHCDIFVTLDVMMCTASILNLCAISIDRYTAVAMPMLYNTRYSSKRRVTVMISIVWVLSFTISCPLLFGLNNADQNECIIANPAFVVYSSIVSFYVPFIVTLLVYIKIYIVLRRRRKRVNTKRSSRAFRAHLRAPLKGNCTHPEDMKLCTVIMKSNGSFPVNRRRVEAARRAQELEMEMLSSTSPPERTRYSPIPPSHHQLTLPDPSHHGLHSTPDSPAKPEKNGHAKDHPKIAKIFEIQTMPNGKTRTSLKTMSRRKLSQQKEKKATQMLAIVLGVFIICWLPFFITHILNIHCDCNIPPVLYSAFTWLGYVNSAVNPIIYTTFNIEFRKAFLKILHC
#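 Cells plated with tetracycline inducer and held overnight at 30 C; calcium dye loaded 30–90 min at room temperature; baseline taken, compound added and read 180 s; EC20 dopamine then added and read 180 s.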
# TRHR agonist: agonists of human TRH receptor. hit rate 0.18% among 360,000. TRHR cells, calcium flux fluo-8, FDSS agonist mode. AID 493084. activation, % at 2 µM. P34981; in the data active = activation above about 30%; note: 0% is about no effect
#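 Fluo-8-loaded TRHR cells; 10 s baseline, compound added, kinetic Ca2+ fluorescence read 1/s, agonist mode.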
# RXFP1 ag: activates the human relaxin receptor RXFP1. HEK293T-RXFP1 cAMP TR-FRET, 30 min; response scale: percent of porcine relaxin response, buffer zero. Potency, µM (series often up to 57.5 µM), for inactives: at the top dose activation, usual class: activators. hit rate 0.3% among 370,000; note: potency is the fitted concentration of half-maximal effect; % is set by controls: 0 for no effect and ±100 for the full control effect; nearly all actives have a fitted effect of over 60% in size; many of its hits are not listed in these tables
#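 cAMP rise read by TR-FRET after 30 min, 37C compound exposure (up to 58 uM) in RXFP1-transfected HEK293 cells with Ro 20174 present. EC50 from Hill-equation fits, with 29 nM porcine relaxin as 100% and buffer as basal.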
# * marks the source's active call; other numbers are inactive results; ? = inconclusive; . = not tested or not shown; & = joins results of further samples; [ ] = another dose, or the depositor's remark. Unless noted, calls come from the whole dose curve; as a rule, active = well fitted curve in the direction sought with a large enough effect; inconclusive = small, poorly fitted or top-dose-only effect, or another doubt; inactive = no such curve, though single readings can be large; an effect the other way counts as inactive or inconclusive.
SMILES,RXFP1 antagonist,D1 agonist,Anesthetic bind,TRHR enhancer,D1 antagonist,D1 PAM,D2 PAM,TRHR agonist,RXFP1 ag
C/C(=C\C(=S)Nc1ccccc1)Nc1cccc2ccccc12,-6,4,-16%,-1,-14,-7,-1,0.8,7.8%
Cc1cn2c(=O)c(C(=O)NCc3ccc4c(c3)OCO4)cnc2s1,6,-1,.,3,0,2,-2,0.0,0.1%
COc1ccccc1N(CC(=O)NCc1ccccc1)C(=O)CCC(=O)Nc1nccs1,0,4,-5%,1,-2,-10,-3,-0.1,-2.1%
O=C(CCC(=O)c1cccs1)Nc1ccc(N2CCCCC2)cc1,-14,-1,?,2,3,-11,12,2.1,-0.1%
O=C(CSc1nc2ccccc2s1)Nc1cc(S(=O)(=O)N2CCOCC2)ccc1O,-10,9,3%,25,-9,-6,-2,0.3,-0.7%
CCOC(=O)c1c(C)[nH]c(C)c1S(=O)(=O)N1CCC(C(=O)Nc2ccc(F)cc2F)CC1,.,2,-3%,10,2,-3,-10,0.0,-0.9%
COc1ccc(COc2cc(-c3cccc(OC)c3)nc3ccc(NC(=O)c4ccc(N(C)C)cc4)cc23)cc1,.,1,198%&61%[activator],-2,-28,-4,5,0.0,5.6%
Cn1cc(CCC(=O)N2CCCC(C(=O)c3ccc(C(C)(C)C)cc3)C2)cn1 (stereo not given),-15,2,-22%,0,-7,-4,-9,0.5,-1.0%
COc1ccc(/C=C2\C(=O)ON=C2c2cccc([N+](=O)[O-])c2)cc1,.,-2,-8%,-1,-7,-1,3,0.2,-3.3%
Cc1ccc(CN2CCCN(Cc3ccc(F)cc3Cl)S2(=O)=O)cc1,-3,18,6%,3,3,0,-6,1.2,0.2%
CCOc1ccc(NC(=S)NC(=O)C2CCCC2)cc1,-4,6,-16%,3,-24,-10,-1,0.4,1.6%
O=C(Nc1cccc(NC(=O)c2ccc(Br)o2)c1)c1ccccc1,-16&-13,2&-2,?,0&12,-6&-16,-10&3,-6,0.7&0.0,-1.0%&-2.4%
Cc1cc(NC(=O)COC(=O)CNC(=O)c2cccs2)c([N+](=O)[O-])cc1C,-7,2,.,-3,-18,-4,4,-0.5,-0.1%
COc1cc2c(cc1OC)C(C)N(CC(=O)Nc1ccc(C)c(S(=O)(=O)N3CCOCC3)c1)CC2 (stereo not given),-9,0,-17%,-1,11,-2,9,-1.0,0.5%
COc1cc(C=C2C(=O)OC(C)(C)OC2=O)cc(Cl)c1OCC(=O)Nc1ccccc1,-9,-1,-13%,10,19,2,-3,-0.8,3.5%
CC1SC(C)C(=O)N(CC(=O)NC2CCCCC2)C1=O (stereo not given),-2,4,-13%,3,9,0,-1,1.1,0.2%
COc1cc(/C=N/n2c(-c3ccc4c(c3)NC(=O)CO4)csc2=Nc2cccc(C)c2)ccc1O,1,3,-12%,5,-6,10,4,-0.6,6.2%
CCN(CC(=O)Nc1cc(S(=O)(=O)N2CCOCC2)ccc1C)Cc1ccccc1,6,1,.,-13,-8,-3,-15,3.0,3.2%
COc1ccc(C2NC(=O)NC3=C2CCc2ccccc23)cc1 (stereo not given),-3,0,129%[activator],-1,7,0,-1,-0.4,1.4%
COc1cc(C2CC(=O)NC3=C2C(=O)CC(C)(C)C3)cc(OC)c1O (stereo not given),-1,1,-5%,-1,-11,-1,1,-0.4,1.7%
COc1cccc(-c2nnc(SCc3nc4ccccc4[nH]3)n2N)c1,2,2,-14%,0,23,-6,-6,-0.5,2.4%
Cc1cc(NC(=O)CCCSc2nc(-c3ccco3)cc(C(F)(F)F)n2)n(-c2ccccc2)n1,0,3,-1%,2,2,3,33*,-0.7,4.1%
C=CCNC(=S)NNC(=O)c1ccc(OCCCC)cc1,6,3,0%,1,-1,3,-8,-1.2,0.5%
O=C1COc2ccc(C(=O)COC(=O)c3cc(S(=O)(=O)NCc4ccccc4)ccc3O)cc2N1,-8,10,-6%,0,5,-5,6,1.0,-1.5%
Cc1ccc2[nH]c(=O)c(CN(CCCN(C)C)C(=O)Nc3ccc(F)cc3)cc2c1,-2,0,-5%,-1,-4,-5,-20,-1.1,0.3%

# Reprinted from the part before: 4 entries, followed by the next part.
SMILES,RXFP1 antagonist,D1 agonist,Anesthetic bind,TRHR enhancer,D1 antagonist,D1 PAM,D2 PAM,TRHR agonist,RXFP1 ag
Cc1cc(NC(=O)CCCSc2nc(-c3ccco3)cc(C(F)(F)F)n2)n(-c2ccccc2)n1,0,3,-1%,2,2,3,33*,-0.7,4.1%
C=CCNC(=S)NNC(=O)c1ccc(OCCCC)cc1,6,3,0%,1,-1,3,-8,-1.2,0.5%
O=C1COc2ccc(C(=O)COC(=O)c3cc(S(=O)(=O)NCc4ccccc4)ccc3O)cc2N1,-8,10,-6%,0,5,-5,6,1.0,-1.5%
Cc1ccc2[nH]c(=O)c(CN(CCCN(C)C)C(=O)Nc3ccc(F)cc3)cc2c1,-2,0,-5%,-1,-4,-5,-20,-1.1,0.3%
O=C(c1cccc(S(=O)(=O)N2CCc3ccccc32)c1)N1CCN(c2ccccn2)CC1,-8,8,4%,-2,-6,4,.,-0.8,2.0%
COc1ccc(C(CC(=O)N2CCCCC2)c2c(OC)cc(OC)c3ccc(=O)oc23)cc1 (stereo not given),.,-1,-15%&-6%,3,-4,3,-5,-0.1,0.0%
CCN(C(=O)CSc1n[nH]c(-c2ccccc2)n1)c1c(N)n(Cc2ccccc2)c(=O)[nH]c1=O,1,4,.,4,4,.,6,0.7,-0.7%
O=c1c2c3c(sc2nc(N2CCNCC2)n1-c1cccc(Cl)c1)CCCCC3,.,3,-1%,-2,6,2,-4,0.1,2.7%
COc1ccc(/C=N/Nc2ccccc2)cc1Cn1nc(C)c([N+](=O)[O-])c1C,-6,0,?,-6,-1,1,9,-1.1,1.5%
O=C(O)CC(C(=O)NCc1ccccc1)C1CCCO1 (stereo not given),6,2,-21%,-1,-4,-3,10,0.2,-0.2%
Cc1nn(-c2ccc(F)cc2)c(Cl)c1C(=O)OC(C)C(=O)N(C)C1CCCCC1 (stereo not given),-16,6,.,-9,-9,-3,1,-1.4,2.9%
COC(=O)c1ccc(NC(=O)c2cc(-c3ccncc3)nc3ccccc23)cc1,-9,0,.,-3,7,-4,-1,0.7,-0.6%
O=C(CSc1nncn1-c1cccnc1)Nc1ccccc1C(F)(F)F,-12,1,-5%,0,-11,3,.,0.3,3.4%
O=S(=O)(c1cccc(Cl)c1)N1CCN(S(=O)(=O)c2ccc3c(c2)OCCO3)CC1,.,2,.,-11,11,-9,.,1.4,.
Cn1nc(C(=O)OCc2ccc(Br)cc2F)c2ccccc2c1=O,-2,2,-2%,11,12,1,17,1.2,0.1%
CC1=C(C(=O)OCC(C)C)C(c2ccsc2)C2=C(CCCC2=O)N1 (stereo not given),10,-1,5%,19,-15,-14,3,-1.5,1.6%
CC(NC(=O)c1ccco1)C1CCCO1 (stereo not given),4,2,-11%,2,-7,-6,0,0.5,0.3%
Cc1cccc(C)c1OCC(=O)Nc1ccc2c(c1)OCCO2,-5,0,-3%,-1,6,-2,-8,2.1,10%
CCN(CCn1cccn1)C(=O)c1ccc(OC2CCN(C(=O)COC)CC2)cc1,-11,-1,-3%,-2,-4,-5,12,0.6,0.6%
CC1(C)CC(=O)C2=C(C1)c1c(ccc3ccccc13)NC2c1cc([N+](=O)[O-])cc([N+](=O)[O-])c1O (stereo not given),-72*,3,?,21,-3,8,13,-1.3,0.2%
COC(=O)[C@H](Cc1ccccc1)NC(=O)N1CCN(c2ccccc2)CC1,-10,4,-2%,-3,-6,-4,-5,0.0,1.3%
O=C(CN1CCC(n2nnc3cc(F)ccc32)CC1)NC1CC1,19,3,9%,6,-49*,-5,-12,0.6,2.2%
COc1ccc(N2CCN(C(=O)c3cc(=O)c4cc(Cl)ccc4o3)CC2)cc1,-21,2,-4%,-16,-9,-6,-7,-0.3,-0.4%
COc1cccc(CN(C)C(=O)c2cc(S(=O)(=O)NCc3ccccc3)ccc2C)c1OC,-10,4,.,-5,-5,-5,-5,-0.4,-0.7%
COc1ccc(C2=CC(=O)C[C@H](c3ccc(F)cc3)C2)cc1F,.,-1,.,-1,.,6,19,-0.3,-1.7%
CCSc1ccc(-c2nn(-c3ccccc3)cc2/C=C(/C#N)C(=O)NCCCOC)cc1,0,12,-5%,12,-1,0,.,1.3,3.5%
CC(C)C(=O)Nc1oc(-c2ccccc2)cc1C#N,-20,2,-3%,-2,-24,3,-8,-1.5,1.7%
CCCCN(CCCC)S(=O)(=O)c1ccc(NC(=O)c2ccc([N+](=O)[O-])cc2Cl)cc1,0,3,?,3,-15,1,9,-0.2,4.5%
CC(C)[C@H](NC(=O)N1CC(=O)Nc2ccccc21)C(=O)N[C@H](C(=O)O)c1ccccc1,17,4,-2%,30*,9,-4,17,0.4,-1.2%
# Other records follow.
SMILES,RXFP1 antagonist,D1 agonist,Anesthetic bind,TRHR enhancer,D1 antagonist,D1 PAM,D2 PAM,TRHR agonist,RXFP1 ag
O=c1[nH]c(CN2CCN(c3ccccc3)CC2)nc2ccccc12,4,3,10%,1,6,-7,-6,0.5,0.9%
Cc1cccc(Nc2nc(N)c([N+](=O)[O-])c(N3CCCC(C)C3)n2)c1 (stereo not given),-18,2,?,7,10,2,18,0.2,8.1%
CCCCCCn1c(NCC)nc2c1c(=O)n(C)c(=O)n2C,-27,0,-17%,7,4,-4,4,-0.4,6.6%
C=CCn1c(COc2ccccc2-c2ccccc2)nnc1SCC(=O)NC(=O)NCc1ccco1,-8,5,22%,-7,8,-8,-10,1.2,-1.5%
O=C(Cn1c(-c2cccs2)cc2cc(F)ccc21)NCCc1ccc(Cl)cc1,.,0,12%,3,8,0,2,1.1,-0.1%
CCCC(=O)Nc1nnc(CCOC)s1,9,2,-1%,-1,7,-3,10,0.2,-0.5%
Cc1ccc2[nH]c(=O)c(CN(CCN3CCOCC3)C(=O)Nc3ccccc3F)cc2c1,.,-1,-4%,-2,-10,-6,1,0.7,1.3%
CCOc1ccc(-c2cc(NC(=O)Cn3ncc4c3-c3ccccc3OC4)on2)cc1OCC,-9,3,-9%,4,1,-6,10,-0.7,-0.8%
COc1cccc(Cn2cnc3c(N)c(C)c(C)cc32)c1,-24,8,?,-2,-2,-3,-2,-0.2,0.3%
COc1ccc(Cl)cc1NC(=O)c1ccc2c(c1)CCN2S(C)(=O)=O,.,1,47%[activator],-2,-13,1,9,1.6,2.4%

# This is a subset. The share of hits here may be higher or lower than overall.
